Screening data deposited in PubChem by several laboratories.
dFosB act: activators of mouse delta FosB homodimer; P13346; purified delta FosB, TAMRA-CDK5 oligo fluorescence polarization; percent of positive-control signal above neutral wells; activation, % at 25 µM; 340,000 tested, 0.99% active; AID 493131;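 active means mean activation above about 17%, with every replicate also reaching it, limit read from the data, passing the limit was not always enough; inconclusive means only one of the two conditions met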;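 further: fluorescence polarization rise as delta FosB binds a TAMRA Cdk5 AP-1 oligo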
Target sequence (P13346 whole entry, looked up): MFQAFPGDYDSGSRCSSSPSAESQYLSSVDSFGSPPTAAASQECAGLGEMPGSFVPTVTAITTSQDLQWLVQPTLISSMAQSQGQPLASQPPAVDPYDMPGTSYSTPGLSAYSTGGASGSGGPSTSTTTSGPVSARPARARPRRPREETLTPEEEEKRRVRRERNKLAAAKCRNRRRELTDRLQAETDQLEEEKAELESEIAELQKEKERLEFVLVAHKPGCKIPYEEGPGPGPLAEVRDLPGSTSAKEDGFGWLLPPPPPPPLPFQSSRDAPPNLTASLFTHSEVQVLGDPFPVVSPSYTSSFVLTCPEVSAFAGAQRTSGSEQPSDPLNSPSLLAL
cardiac RTF act: increases calcium sensitivity of human cardiac regulated thin filaments. P19429+P45379. IANBD-labeled TnC RTF fluorescence at EC20 calcium; 0% EC20 calcium, 100% full calcium. activation, % at 7.2 µM. 340,000 tested, 0.24% active. AID 493008;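 active means activation above the mean over all tested compounds plus 3 SD, cut at about 30% in these data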;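 further: rise in fluorescence read as greater calcium sensitivity of cardiac thin filaments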
CDK5 p35 inh: blocks human CDK5/p35 kinase activity; Q00535+Q15078; Recombinant CDK5/p35, ADP-Glo luminescence, 60 min; 330,000 tested, 0.01% active; AID 488839; inhibition, % at 10 µM;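 active means highest replicate inhibition of at least 50% and at least 75% of replicates reaching 50%; inconclusive means only one of the two criteria met; inactive means both criteria failed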;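 further: plate controls were DMSO neutral control for no effect and GW8510 at 10 µM for full effect; many of its hits are not listed in these tables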
Target sequence (Q00535 whole entry, looked up): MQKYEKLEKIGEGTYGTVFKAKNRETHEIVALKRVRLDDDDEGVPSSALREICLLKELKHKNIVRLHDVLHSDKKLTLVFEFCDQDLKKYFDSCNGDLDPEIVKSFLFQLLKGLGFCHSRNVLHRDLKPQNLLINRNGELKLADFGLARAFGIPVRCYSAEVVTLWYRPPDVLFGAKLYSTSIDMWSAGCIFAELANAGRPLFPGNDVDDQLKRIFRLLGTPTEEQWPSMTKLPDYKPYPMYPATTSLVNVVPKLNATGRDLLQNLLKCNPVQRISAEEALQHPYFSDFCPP
Target sequence (Q15078 whole entry, looked up): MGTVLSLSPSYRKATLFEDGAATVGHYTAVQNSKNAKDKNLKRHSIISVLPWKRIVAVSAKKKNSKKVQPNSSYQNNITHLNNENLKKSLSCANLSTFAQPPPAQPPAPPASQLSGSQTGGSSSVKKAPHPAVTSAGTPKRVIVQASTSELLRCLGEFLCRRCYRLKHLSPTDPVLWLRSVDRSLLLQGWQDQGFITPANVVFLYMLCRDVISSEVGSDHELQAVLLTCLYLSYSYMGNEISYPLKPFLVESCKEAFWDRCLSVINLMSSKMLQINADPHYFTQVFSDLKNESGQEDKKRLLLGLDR
MITF TRPM1 HTS: MITF TRPM1 promoter activation in melanoma cells; SK-MEL-5 TRPM1-promoter luciferase, 24 h; % of positive control, neutral wells = 0; activation, % at 12.5 µM; 300,000 tested, 0.75% active; AID 588334;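 active means mean activation of at least 80% with every replicate also reaching 80%; inconclusive means mean reaches 80% but some replicate falls short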;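 further: 0% = neutral control wells and 100% = parthenolide positive control wells; values of inactives mirror those of a sister screen read the other way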
CAL PDZ FP-1: human CAL PDZ-peptide interaction inhibition. Q9HD26. inhibition, % at 20 µM. 330,000 tested, 0.02% active. purified CAL PDZ, TMR-peptide fluorescence polarization, 1 h. AID 504414;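 active means highest replicate inhibition of at least 40%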;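 further: plate controls were DMSO neutral control wells for no effect and unlabeled competitor peptide control wells for full effect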
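Material: tagged CAL PDZ protein CerCALP, purified; buffer or medium: sodium phosphate/NaCl buffer pH 7.4 with TCEP, IgG, Thesit; also added: fluorescent TMR peptide probe; schedule: 1 h incubation at room temperature before polarization reading; technique: fluorescence polarization from S- and P-plane intensities, G-factor corrected; control set: unlabelled peptide and DMSO controls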
CAL PDZ FP-2: CAL PDZ (human) peptide binding inhibition. Q9HD26. purified CAL PDZ, TMR-peptide fluorescence polarization, 1 h. AID 602252. 300,000 tested, 0.92% active. inhibition, % at 24.9 µM;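 active means mean inhibition of at least 30% with at least half of replicates also reaching 30%; inconclusive means no clear call, values can overlap the other calls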;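 further: 0% = DMSO neutral control and 100% = excess unlabeled competitor peptide PRC23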
Wnt act: activates Wnt/beta-catenin signaling in a reporter cell assay; activator, plate reader; activation, % at 9.35 µM; 300,000 tested, 1.2% active; AID 743398; in the data active means activation above about 30%, passing the limit was not always enough; inconclusive means no clear call, values can overlap the other calls;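 further: 0% = neutral control wells and 100% = positive control wells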
Tat transport: inhibitors of E. coli Tat protein transport; E. coli MC4100 TorA-mCherry Tat export, fluorescence; inhibition, % at 10 µM; 340,000 tested, 0.036% active; AID 488895;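 active means mean replicate inhibition at least 50% and at least half of replicates individually reaching 50%; inconclusive means only one of the two criteria met; inactive means neither criterion met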;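 further: exported cargo escapes ClpAP degradation while cytoplasmic cargo is degraded and loses fluorescence; 0% = median of neutral control wells and 100% = median of NaSCN control wells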
Rtt109 HAT inh: C. albicans Rtt109 histone acetyltransferase inhibition. inhibition, % at 34.9 µM. purified Rtt109/Vps75, ThioGlo CoA-SH fluorescence, 4 h. AID 540336. Q5AAJ8. 330,000 tested, 0.16% active;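 active means inhibition of at least 50% in every replicate; inconclusive means best replicate reaches 50% inhibition but some replicates fall short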
V-ATPase pH: alters yeast V-ATPase proton transport | S. cerevisiae, pHLuorin cytosolic pH fluorescence | response, % at 10 µM | 350,000 tested, 0.37% active; in the data active means response mostly above about 7.3%, no sharp cut-off; inactive means mostly below about 5.4%; further: actives read high; inactives centre near 0; some compounds called inactive have numbers as strong as hits
Starred values were filed as active, the others as inactive; ? = inconclusive; . = not tested or not shown.

smiles	dFosB act	cardiac RTF act	CDK5 p35 inh	MITF TRPM1 HTS	CAL PDZ FP-1	CAL PDZ FP-2	Wnt act	Tat transport	Rtt109 HAT inh	V-ATPase pH
C/C(=N\NC(=O)c1c(Cl)cnn1C)c1cccc(NC(=O)C(C)C)c1	-10	0	-0.2	1	0.6	-3	0	-2	1	0
CCOc1cccc(C(=O)Nc2ccccc2OC(F)F)c1	-3	-4	-1.2	28	0.1	-4	.	5	-6	-5
COc1ccccc1/C=C/C1C(C(=O)OCC(C)C)=C(C)N=C2SCCC(=O)N21 (stereo unspecified)	-10	2	-2.3	-7	-2.7	-3	-2	12	7	-2
COc1ccc2nc3c(cc2c1)c(NC(=O)c1cccs1)nn3CC(C)C	-3	-5	43	.	-0.8	.	.	8	-3	2
COC(=O)Nc1[nH]ncc1[N+](=O)[O-]	0	2	-0.5	-7	-0.1	-1	-2	-1	-3	1
COc1ccc(C(=O)C2CCCN(C(=O)c3ccnn3C)C2)c(C)c1 (stereo unspecified)	1	-1	0.1	-8	-0.8	0	-2	-2	2	-2
CN(C)c1cccc(/C=C(\C#N)c2ccccc2)c1	-7	-6	-0.7	38	2.1	1	27	10	-2	3
CCNC(=O)C(Sc1ccccc1)c1ccccc1 (stereo unspecified)	1	-4	-0.1	.	-0.5	-6	-1	7	-1	2
Cc1cccc(NC(=O)CSc2nc(-c3ccccc3)c(C#N)c(=O)[nH]2)c1C	4	-3	0.5	-11	-0.9	-5	.	17	10	0
Cc1cc(C)c2c(n1)SCC(=O)N2CC(=O)Nc1c(C)cccc1C	0	8	1.4	-9	0.2	.	3	-5	-1	0
CCOc1ccc(-n2c(=O)c3c4c(sc3n(CC(=O)NCC3CCCO3)c2=O)CCC4)cc1 (stereo unspecified)	-1	-3	0.5	1	-1.0	.	-2	0	-16	-2
CN(C)Cc1c(O)ccc2[nH]cnc12	4	-2	-1.2	-2	0.1	.	.	2	-8	-9
CC1CCCCN1S(=O)(=O)c1cccc2cccnc12 (stereo unspecified)	0	2	1.2	-4	-0.7	-6	-4	1	-18	0
O=C(Cc1c(Cl)cccc1Cl)NC1=NCCS1	-3	0	0.3	6	0.1	1	.	-3	-8	1
CCN(C(=O)CSc1ncccn1)c1c(N)n(Cc2ccccc2)c(=O)[nH]c1=O	1	-4	-0.4	2	-0.6	-1	0	-5	-1	-1
CC(C)(C)c1cccc(Oc2nn[nH]n2)c1	2	2	0.7	-3	-0.7	-2	.	-11	9	4
O=C(NC12CC3CC(CC(C3)C1)C2)N1CCN(c2ccccn2)CC1	-9	-15	-1.8	12	-3.8	-3	-4	-1	-4	-1
COC(=O)C1CC(Cl)CN1c1ncc(C(F)(F)F)cc1Cl (stereo unspecified)	2	0	2.2	4	0.9	-1	0	-8	-2	-2
CCOC(=O)N1CCN(C(=S)NC2CCCC2)CC1	0	-1	-0.7	-4	-1.7	8	-3	5	-4	0
Cc1ccc(O)c(N=CC2=C(O)c3ccccc3C2=O)c1	-11	5	-4.8	37	-1.4	2	117*	18	0	3
Cn1c(CCNC(=O)c2cccs2)nnc1SCC(=O)Nc1nc(-c2ccccc2)cs1	-4	4	-0.1	20	-2.0	.	-1	0	30	2
COc1ccnc(Nc2cccc(C)c2)c1C#N	-1	1	-2.3	-2	-2.8	-2	9	-6	-19	-1
CCc1nnc(N/N=C/c2cc(C)c(C)cc2C)n1N	-1	1	-1.0	.	0.2	2	0	-7	-6	-3
CCn1c(CS(=O)Cc2ccc(Cl)cc2Cl)nnc1SCc1c(Cl)cccc1Cl (stereo unspecified)	7	5	1.8	12	-1.7	.	-2	-3	2	-3
O=C(c1ccco1)n1nc(-c2ccccc2)nc1SCc1ccccc1	-5	9	-0.9	58	-2.1	-1	41*	3	-6	-1
O=C(CCN1C(=O)COc2ccccc21)NCCN1CCOCC1	0	-2	-1.1	-7	-0.6	6	-1	11	0	0
CCOC(=O)C(NC=O)(NC(C)(C)C)C(=O)OCC	2	-3	0.2	0	-0.4	-2	-2	-4	1	-1
COc1ccccc1N(CC(=O)Nc1cc(S(=O)(=O)N(C)C)ccc1C)S(=O)(=O)c1cccs1	-1	2	-1.2	-6	6.6	68*	-3	-1	-2	4
COc1ccccc1NC(=O)CN(Cc1ccco1)C(=O)c1cc2ccccc2o1	-6	4	2.3	-7	-0.5	2	.	3	19	0
CNCCCCOc1ccc(C(C)(C)C)cc1Cl	6	-1	-0.4	-6	-0.5	-2	-5	6	2	2
CC(=O)c1cccc(CN2CCC(C(=O)Nc3ccc(Oc4cccnc4)cc3)CC2)c1	-14	-3	0.1	-23	-1.8	-2	0	-7	-1	2
O=C(O)c1ccc(/C=N/Nc2ncc(C(F)(F)F)cc2Cl)cc1	-5	-1	1.6	4	0.0	3	23	0	0	-4
CCCCNCCOCCOc1ccc(F)cc1	2	-5	1.8	4	0.6	-3	1	-6	7	0
C=CCn1c(SCC(=O)NC2CCS(=O)(=O)C2)nc2scc(C3CC3)c2c1=O (stereo unspecified)	-2	2	0.4	11	-0.3	-116	-7	1	-3	-1
CC(C)N1CCC(N2CCN(Cc3ccc(-c4ccc(Cl)cc4)o3)CC2CCO)CC1 (stereo unspecified)	-2	6	-1.6	36	-0.4	0	-2	-1	2	2
O=C(CCN1CCCO1)NC1CCCc2c1cnn2-c1ccccc1F (stereo unspecified)	-1	0	.	-2	-2.6	-5	2	-1	-6	0
CCN(CC)c1ccc(NC(=O)c2cc(Cl)ccc2OC)cc1	-6	-2	0.3	1	0.6	2	0	9	-6	-1
CC1C(=O)C(C)(C)C(=O)OC1c1ccccc1 (stereo unspecified)	-7	14	-4.9	6	-1.8	.	-2	13	6	-4
CCOC(=O)C1=C(CS(=O)(=O)c2ccccc2)NC(=O)NC1c1cccc(OC)c1 (stereo unspecified)	-6	-9	-3.2	-4	-0.9	-1	-4	1	.	1
OCCn1c(SC2CCCCC2)nc2ccccc21	-1	2	-1.8	.	0.3	47*	10	3	-1	6
O=C(c1ccccc1)C1CCc2occc2C1=O (stereo unspecified)	-2	-6	0.9	6	-1.0	-2	0	9	-4	2
COc1cccc(CN2CC(C(=O)N3CCCO3)CCC2=O)c1 (stereo unspecified)	1	2	0.9	8	-0.6	3	-2	-3	0	-2
C[C@@]12CC(=O)NC1N(C(=O)c1ccccc1)C(c1ccccc1OC(=O)c1ccccc1)C2 (stereo partly specified)	-10	-8	0.3	9	-0.6	5	-3	-6	8	-8
COc1ccc(C2NC(=O)NC(C)=C2C(=O)OC2CCCCC2)cc1OC (stereo unspecified)	-2	-3	-0.8	4	-0.2	-2	1	7	-2	1
Nc1ccc(-c2nc3ccc(-c4nc5ccccc5o4)cc3[nH]2)cc1	-6	1	0.1	42	-0.4	1	.	-3	-27	-7
Cc1ccc(Cn2cc(C(=O)c3ccc(F)cc3)c(=O)c3cc4c(cc32)OCCO4)cc1	-1	4	-0.1	11	-3.3	4	-1	7	3	1
CCN1C(=O)C(O)(CC(=O)c2c(C)coc2C)c2ccccc21 (stereo unspecified)	5	-5	-1.6	0	-3.0	-2	1	-1	-17	0
CN1CC(=O)N(CC(=O)NCc2ccc3c(c2)OCO3)C1=O	-3	-4	0.0	1	.	0	.	-12	13	3
Clc1cc2cccnc2c2ccccc12	-15	1	0.2	6	-3.8	0	.	4	-1	0
Cc1ccc2[nH]c(=O)c3cc(C(=O)N(C)c4ccc(C)c(C)c4)sc3c2c1	-3	-3	-0.5	-22	-0.6	-3	3	12	14	4
O=C(O)[C@@H]1CCCN1C(=O)CCc1c[nH]c2ccccc12	-2	-2	0.2	-5	1.3	-5	2	-4	-17	3
O=c1[nH]c(SCc2ccccc2Cl)nc2c1CCC2	0	1	0.0	3	-1.2	.	.	14	-17	2
O=C(Nc1ccccc1OC(F)F)c1ccccc1	-6	0	2.9	-4	-1.4	.	.	-6	2	11*
Cc1ccc(S(=O)(=O)N2CCOCC2)cc1NC(=O)COc1ccc(-c2nnco2)cc1	0	-2	-0.4	3	-2.2	0	-1	-9	19	0
CCc1cccc(N=c2c([N+](=O)[O-])nn(-c3ccc(Cl)cc3)n2O)c1	-4	-1	-0.7	-7	-1.5	-1	0	-3	2	0
O=C(CCCOc1ccccc1)Nc1cc(S(=O)(=O)N2CCOCC2)ccc1N1CCOCC1	-13	-2	-5.6	3	0.3	-4	1	6	1	-1

Carrying on:
smiles	dFosB act	cardiac RTF act	CDK5 p35 inh	MITF TRPM1 HTS	CAL PDZ FP-1	CAL PDZ FP-2	Wnt act	Tat transport	Rtt109 HAT inh	V-ATPase pH
O=C(CN(C(=O)CSc1nnc(COc2ccccc2)o1)c1ccc(F)cc1)NC1CCCC1	-2	-1	-0.9	-4	-2.7	-1	-3	10	-4	-4
COc1ccccc1Nc1nc(N)nc(CSc2nccn2C)n1	-5	5	-1.7	3	0.5	-4	-2	-5	.	-1
CN(C)/C=C/C(=O)c1ccc([N+](=O)[O-])c(CS(=O)(=O)c2ccc(Cl)cc2)c1	-15	5	-1.0	-4	1.3	-5	-1	-6	0	0
COc1ccccc1NC(=O)NNC(=O)COc1ccc2ccccc2c1	21*	-1	0.2	-2	-1.4	-3	-1	-5	-9	3
CC(=O)C1CCC2C3CC(C)C4(O)CC(=O)CCC4(C)C3C(O)CC12C (stereo unspecified)	5	-1	-0.4	9	0.3	7	-1	4	6	-1
NC(=O)c1ccc2nc(-c3ccccc3)c(-c3ccccc3)nc2c1	-15	0	0.7	9	-0.7	-5	0	-3	-6	0
N#Cc1ccc(NC(=O)CN2C(=O)NC(Cc3ccccc3)C2=O)cc1 (stereo unspecified)	-2	-6	-1.5	4	-2.6	-4	.	-1	3	-3
O=C(CCn1c(=O)[nH]c2ccccc2c1=O)Nc1ccccc1	-1	4	0.1	11	-0.9	-2	3	11	-3	3
Cc1cc(C)c(C)c(OCCNCc2ccccc2)c1	-1	2	2.6	.	0.9	9	-1	-7	8	-3
COc1cc(SC)ccc1C(=O)OCC(=O)NCC(C)C	-8	4	-0.9	0	0.6	-2	0	10	-8	0
Cc1[nH]n(C(N)=S)c(=O)c1N=Nc1ccc(S(=O)(=O)N2CCCCCC2)cc1	0	-4	0.4	10	-1.1	-2	.	?	-15	4
Cc1ccc(S(=O)(=O)N2[C@@H](c3ccc(C(C)(C)C)cc3)C(C(=O)O)=CC[C@H]2c2ccc(Cl)c(Cl)c2)cc1	-9	-6	0.0	-10	-0.2	-3	-4	-1	-7	1
COc1cc(NC(=O)COc2ccc(C)c(C)c2)ccc1NC(=O)c1ccco1	-9	-6	-0.9	4	-0.6	-4	-1	-12	-6	3
